INS-1E GSIS act – primary screen for activators of insulin secretion dependent on glucose, INS-1E cells, GLuc reporter luminescence; INS-1E GLuc reporter insulin secretion, 2-3 h; activation, % at 16.6 µM; 0.61% of 370,000 active; AID 743287;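 active = lowest replicate activation of at least 40%, so every replicate reaches that level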;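 note: 0% = median of neutral control wells and 100% = median of IBMX positive control wells; some compounds called inactive have numbers as strong as hits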
FN deposition inh – fibronectin deposition inhibition; AH1F fibroblasts, Alexa488-fibronectin deposition fluorescence, overnight; inhibition, % at 12.6 µM; 0.086% of 350,000 active; AID 743247;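 active = mean inhibition across replicates of 30% or more, regardless of how many single replicates reach that level; inconclusive = mean under 30% yet at least half of replicates reach 30%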;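 note: positive control wells lacked labelled fibronectin entirely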
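Schedule: 1 h cell adhesion before compound, then overnight fibronectin incubation; test system: AH1F fibroblast monolayer depositing Alexa488-labelled fibronectin into matrix; quantity: 10000 AH1F cells per well; probe or stimulus: fluorescent fibronectin at 24 nM final; signal: fluorescence, ex 485 nm, em 525 nm; evaluation: percent inhibition as loss of matrix-bound fibronectin fluorescence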
PAX8 inh HTS – PAX8 transcriptional activity inhibition | RMG-I TPO-luciferase reporter, SteadyGlo, 24 h | AID 652154 | inhibition, % at 12.6 µM | 1.2% of 360,000 active;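 active = mean replicate inhibition at least 60% with every replicate also reaching 60%; inconclusive = only one of the two criteria is met; inactive = mean below 60% and not all replicates reaching 60%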;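 note: luciferase light reporting Pax8 driven TPO promoter activity; plate controls were median of neutral control wells for no effect and mitoxantrone controls for full effect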
miR122 inh – blocks miR-122 activity in Huh7 sensor cells | activation (reporter increase), % at 12.5 µM | Huh7 miR-122 Renilla luciferase sensor, 48 h; neutral wells = 0, positive control = 100 | 0.3% of 340,000 active;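 active = mean replicate activation score at least 90 and every replicate individually at or above 90; inconclusive = only one of the two criteria met; inactive = neither criterion met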;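 note: higher luciferase means less miR-122 activity so hits act as miR-122 inhibitors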
DENV2 CPE – protects cells from dengue virus 2 cytopathic effect; DENV2-infected cells, cytopathic effect rescue, plate reader; CPE inhibition, % at 9.99 µM; 1.7% of 350,000 active; AID 651640; in the data active = CPE inhibition above about 20%, passing the limit was not always enough; inconclusive = no clear call, values can overlap the other calls; tested in BHK-21 cells;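 note: 0% = median of neutral control wells and 100% = median of positive control wells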
EWS-Fli block – inhibitors of EWS/Fli oncoprotein transcriptional activity. AID 651661. A673 NR0B1-luciferase reporter, viability-normalised. inhibition, % at 12.6 µM. 0.67% of 350,000 active;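 active = mean inhibition of at least 50% after viability correction, with every replicate also passing that limit; inconclusive = mean reaches 50% but only one of two replicates passes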;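 note: firefly luciferase signal divided by Alamar Blue viability fluorescence both relative to DMSO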
F508del corr – CFTR F508del correction in bronchial cells; CFBE cells, YFP halide quenching; stimulated with forskolin plus potentiator P3; % fluorescence drop versus neutral controls; activity (quench increase), % at 7.58 µM; 0.36% of 350,000 active; AID 720511;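 active = mean added fluorescence quench of at least 8% versus neutral control, with both replicates also reaching 8%; inconclusive = only one of the mean or replicate conditions met; inactive = mean below 8% and not both replicates reaching 8%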;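 note: cells transiently co-express mutant CFTR-F508del with the halide-sensitive YFP; corrector assay measuring rescue of mutant channel to the surface after 24 h compound exposure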
The depositor's hits bear a star; ? = inconclusive; / = no result given; [ ] = dose if it differs, or a comment.

SMILES | INS-1E GSIS act | FN deposition inh | PAX8 inh HTS | miR122 inh | DENV2 CPE | EWS-Fli block | F508del corr
C[C@@H]1CN([C@H](C)CO)C(=O)Cc2cc(NS(=O)(=O)c3cccs3)ccc2O[C@@H]1CN(C)C | -2 | / | -6 | 2[16.7 µM] | -7 | -2 | -2.5
CC1(C)CC(CC(=O)Nc2ccccc2[N+](=O)[O-])C(=O)O1 (stereo not drawn) | / | 0 | 25 | -10 | -2 | 10 | /
COc1ccc(CC(=O)NNC(=O)COc2ccc(Br)cc2C)cc1OC | 8 | -9 | 15 | / | / | / | /
CCOC(=O)C1=C(C(=O)OCC)C2N(Cc3ccc(Br)cc3)c3ccccc3[C@@]23C[C@@H](C(=O)OC)N(S(=O)(=O)c2cccs2)C3=N1 (stereo partly drawn) | / | 9 | 5 | / | -3 | -4 | -2.9
Cc1ccc(CN2C(=O)C(C)Oc3ccccc32)cc1 (stereo not drawn) | -8 | 1 | 6 | / | -1 | 5 | -1.6
C/C=C/c1cnc2c(c1)C(=O)N([C@@H](C)CO)C[C@@H](C)[C@@H](CN(C)Cc1cncnc1)O2 | 9 | 7 | / | / | 15 | 2 | -2.7
COC(=O)[C@]1(Cc2ccccc2)N[C@H](CN(C)C(C)=O)[C@@H]2C(=O)N(C)C(=O)[C@@H]21 | 21 | -8 | 0 | / | 23* | -5 | -4.7
Cc1cc([N+](=O)[O-])ccc1NC(=O)CSc1nncn1-c1ccccn1 | 2 | 11 | -21 | -6 | 8 | -9 | -1.6
CCCCNC(=O)c1ccc(CNS(=O)(=O)c2ccc(Br)cc2)cc1 | 2 | 10 | -19 | 5 | -6 | 6 | -0.3
C[C@H]1C=CC(=O)O[C@H]1c1ccccc1 | 14 | 10 | 15 | / | 15 | 4 | 0.3
Cc1ccccc1CN1CCN(Cc2ccccc2C(F)(F)F)CC1 | -4 | -7 | / | -2 | / | / | /
CCOc1cc(/C=C2\NC(=S)N(c3c(C)n(C)n(-c4ccccc4)c3=O)C2=O)ccc1O | -16 | 6 | 5 | -1 | -1 | -2 | /
FC(F)(F)c1ccc(NC2=NCCC2)cc1 | -4 | / | 8 | / | 6 | 4 | 1.7
Oc1ccc(Br)cc1/C=N/Nc1ccccn1 | 3 | 20 | 2 | / | 10 | -56 | 7.6
Cc1ccc(Oc2nnc(-c3ccc(C)cc3)c3ccccc23)cc1 | 3 | 4 | 35 | 1 | -5 | -33 | /
CCNC(=O)OC[C@H]1O[C@H](C#Cc2ccc(C(C)(C)C)cc2)C=C[C@H]1O | 25 | -8 | -2 | / | 18 | 2 | -3.4
S=C(NCCc1ccncc1)Nc1cccc2ccccc12 | 22 | 7 | 0 | 2 | -1 | -4 | 0.7
CCCNC(=O)[C@@H]1[C@@H](CO)[C@@H]2Cn3c(ccc(-c4ccc(F)cc4)c3=O)[C@H]1N2CC | -2 | / | -5 | -4[16.7 µM] | -5 | -3 | -1.9
CCN(CC)CCCn1c2c(c(SCC(=O)Nc3nccs3)nc1=O)CCC2 | -1 | -1 | 6 | / | 19 | -8 | -3.5
CC(C)(C)NC(=O)CSc1nnc(-c2ccco2)n1Cc1ccco1 | 3 | 4 | / | -1 | / | / | /
CCN(CC)S(=O)(=O)c1ccc(N2CCOCC2)c(NC(=O)COc2ccccc2)c1 | -14 | / | 11 | -1 | -3 | 4 | 0.5
O=C(Nc1ccon1)c1ccc(Cl)c(S(=O)(=O)N2CCCCC2)c1 | -3 | / | -7 | / | 9 | 6 | -1.4
COCCN(CC(=O)Nc1cccc(C)c1C)C(=O)c1ccc(-n2cccn2)cc1 | 7 | -9 | 23 | 10 | 2 | -8 | -0.3
CC1(C)CC(CC(=O)O)CC(C)(C)N1 | 2 | -3 | 14 | / | -4 | -2 | -8.0
Cc1ccc(OCCC(=O)OCC(=O)NNC(=O)c2ccccc2)cc1 | -13 | 11 | -8 | -2 | 1 | -5 | 3.3
CCc1c(C)nc2[nH]nc(NC(=O)C(F)(F)F)n2c1=O | -1 | / | / | -2 | ? | -10 | -0.8
CC(C)(C)NC(=O)C(c1ccncc1)N(C(=O)Cn1nnc(-c2cccs2)n1)C1CCCCC1 (stereo not drawn) | / | 0 | -1 | 3 | / | / | /
CCCNC(=O)c1cccc(S(=O)(=O)N2CC3(C)CC2CC(C)(C)C3)c1 (stereo not drawn) | -47 | -7 | -3 | / | 0 | 8 | 1.0
CN1/C(=C\C(=O)Nc2cccc(Cl)c2)C(C)(C)c2ccccc21 | -9 | 11 | -45 | -4 | -7 | -3 | /
COC(=O)c1c(C)oc(C)c1S(=O)(=O)NCc1ccc(OC)cc1 | 20 | -4 | -10 | 5 | -2 | -1 | -0.9
c1ccc(CCc2nc(-c3ccccc3)no2)cc1 | / | 3 | -147 | -2 | / | / | /
O=C(Nc1ccc(F)cc1)N1CC(=O)N2[C@@H](CO)[C@H](c3ccc(-c4ccc(F)cc4)cc3)[C@@H]2C1 | -37 | -2 | 101* | / | ? | -3 | -0.9
COc1ccc(NC(=O)CN2C(=O)NC(c3ccccc3)(c3ccccc3)C2=O)cc1OC | -12 | 7 | 2 | 3 | 10 | -4 | 2.3
OCCN1CCN(c2nccn3ccnc23)CC1 | 3 | 4 | / | -6 | -2 | -13 | 0.7
COc1ccc(OC)c(NC(=O)CSc2nnc(-c3ccncc3)s2)c1 | -4 | 4 | / | 5 | -5 | 1 | -4.6
COc1ccc2c3c([nH]c2c1)[C@H](CO)N(Cc1ccc(Cl)cc1)CC31CN(S(C)(=O)=O)C1 | -1 | -14 | / | / | -2 | 0 | 2.4
CCCOc1ccccc1N/C(N)=N/c1nc(C)cc(C)n1 | 7 | 14 | -3 | / | 3 | -1 | /
CCOC(=O)C1CCCN(c2nc3ccccc3nc2NS(=O)(=O)c2ccc(C)cc2)C1 (stereo not drawn) | -22 | -2 | 0 | -1 | -2 | 0 | 21*
Cc1ccc(-c2cc(-c3n[nH]c(=S)n3C)c3ccccc3n2)cc1 | 2 | -11 | -36 | / | -1 | -23 | -0.9
CCOC(=O)c1c(OCCO)nn(-c2ccccc2)c1N | 2 | 0 | -18 | 0 | -1 | -2 | 2.9

The last 2 compounds of the part before open the next one:
SMILES | INS-1E GSIS act | FN deposition inh | PAX8 inh HTS | miR122 inh | DENV2 CPE | EWS-Fli block | F508del corr
Cc1ccc(-c2cc(-c3n[nH]c(=S)n3C)c3ccccc3n2)cc1 | 2 | -11 | -36 | / | -1 | -23 | -0.9
CCOC(=O)c1c(OCCO)nn(-c2ccccc2)c1N | 2 | 0 | -18 | 0 | -1 | -2 | 2.9
O=C(COc1ccccc1)Nc1ccccc1Cl | 10 | -1 | -3 | / | 1 | -9 | /
Cc1cc(CNC(=O)c2cc(COc3ccc(F)c(F)c3)on2)nn1C | 10 | -1 | -272 | -5 | -3 | / | 0.9
COc1ccc(N2CCN(C(=O)CN3C(=O)NC(c4ccc(OC)cc4)(c4ccc(OC)cc4)C3=O)CC2)cc1 | -6 | 2 | 13 | -8 | ? | 7 | -0.4
O=C(C[C@@H]1CC[C@@H](NC(=O)C2CC2)[C@H](CO)O1)Nc1nccs1 | 18 | -3 | -24 | / | 2 | -3 | -5.0
COc1ccccc1NC(C#N)c1ccccc1OCc1ccccc1 (stereo not drawn) | 6 | 2 | -15 | / | 4 | -7 | -4.0
CCCc1cc(=O)[nH]c(SC(C)C(=O)Nc2ccc3c(c2)OCCO3)n1 (stereo not drawn) | -6 | -3 | -12 | -2 | 18 | -18 | -0.5
Cn1c(SCC(=O)N/N=C/c2cccnc2)nnc1-c1ccccc1 | 7 | 3 | -16 | / | 1 | 2 | 1.5
COCCN1C(=O)C(=O)/C(=C(/O)c2cccc(OC)c2)C1c1ccncc1 (stereo not drawn) | / | -2 | 6 | -2 | / | / | /
CC(C(=O)O)N1C(=O)c2ccccc2C1=O (stereo not drawn) | / | -3 | 2 | -5 | / | / | /
C[C@H](CO)N1C[C@H](C)[C@@H](CN(C)Cc2ccc(C(=O)Nc3ccccc3N)cc2)Oc2ccc(NS(=O)(=O)c3ccc(Cl)cc3)cc2CC1=O | -5 | / | / | 21[16.7 µM] | -1 | 30 | 3.0
COc1ccc(NC(=O)CSc2nc3ccccc3c(=O)n2CCCO)cn1 | 15 | -3 | 4 | -2 | -2 | -8 | 3.4
Cc1ccc(C(C2=C(O)CC(C)(C)CC2=O)C2C(=O)CC(C)(C)CC2=O)s1 (stereo not drawn) | / | -8 | 2 | -4 | / | / | /
CC(=O)Nc1ccc(S(=O)(=O)N(C)CC(=O)Nc2ccccc2N2CCCC2)cc1 | 5 | 4 | -3 | 0 | -3 | -3 | 0.9
CCC(Sc1ccc2nnc(-c3cccnc3)n2n1)C(=O)OC (stereo not drawn) | 4 | -5 | 10 | 3 | 6 | -2 | -0.2
C[C@H](CO)N1C[C@H](C)[C@@H](CN(C)S(=O)(=O)c2cccs2)Oc2ccc(NC(=O)CCCCCC(=O)Nc3ccccc3N)cc2CC1=O | 9 | 1 | 20 | 0[16.7 µM] | 4 | 40 | -3.7
CCOc1ccccc1Nc1nnc(Cc2ccccc2Cl)c(=O)[nH]1 | / | -4 | -1 | -1 | / | / | /
CN(C)CC(=O)Nc1ccc2c(c1)[C@@H]1C[C@@H](CC(=O)NCc3ccccc3)O[C@@H](CO)[C@@H]1O2 | 7 | 4 | 1 | 0[16.7 µM] | -3 | 2 | 1.3
C[C@@H]1CN([C@H](C)CO)S(=O)(=O)c2ccc(C3=CCCCC3)cc2O[C@H]1CN(C)Cc1ccccn1 | -15 | 10 | 26 | 12[16.7 µM] | -9 | 18 | 7.1
O=C(c1ccncc1)N1CCN(c2ccc3ccccc3n2)CC1 | -18 | / | -2 | / | 3 | -3 | 1.9
CNC(=O)C[C@H]1CC[C@H]2[C@@H](COc3ccc(NC(=O)NC4CCCC4)cc3C(=O)N2C)O1 | 9 | -6 | 2 | 1[16.7 µM] | 1 | 5 | -0.4
COc1ccc(S(=O)(=O)Cc2ccc(C(=O)N3CCC(C(N)=O)CC3)o2)cc1 | -3 | -4 | 4 | 1 | -3 | -10 | 1.8
CN(C)S(=O)(=O)c1cccc(COC(=O)c2cnccn2)c1 | -1 | -4 | 5 | / | 2 | -1 | -0.1
COc1ccc(NC(=O)N(C)C[C@H]2Oc3ccc(NC(=O)Nc4ccc(F)cc4)cc3C(=O)N([C@H](C)CO)C[C@H]2C)cc1 | -2 | / | / | -8[16.7 µM] | -12 | -6 | 1.6
CC(OC(=O)CNC(=O)c1ccco1)C(=O)Nc1ccc(Cl)cn1 (stereo not drawn) | -13 | 2 | / | / | -3 | -6 | 1.2
CCN(CC(=O)Nc1ccc(NC(C)=O)cc1)C(=O)c1ccc(N2C(=O)c3ccccc3C2=O)cc1 | 12 | 5 | -8 | -4 | 18 | 6 | 2.1
C=CCSc1nc2sc(C)c(C)c2c(=O)n1N | 16 | -3 | -6 | / | / | / | /
CCN(CC)S(=O)(=O)c1ccc(N2CCOCC2)c(NC(=O)c2ccc(=O)[nH]c2)c1 | 2 | / | -11 | / | 0 | -7 | -0.3
CCOc1ccc(S(=O)(=O)c2c(C(=O)c3ccc(C)cc3)cnc3cc4c(cc23)OCCO4)cc1 | -17 | -2 | 7 | 48 | / | / | /
N/C(=N\OC(=O)c1cccc(Br)c1)c1ccncc1 | 4 | -1 | -102 | / | / | -35 | -1.3
CN(c1ccccc1)S(=O)(=O)c1cccc(C(=O)OCC(=O)NCc2ccc3c(c2)OCO3)c1 | 3 | 7 | 17 | / | 1 | 5 | /
Cc1ccc(C(=O)NC(=C(Cl)Cl)S(=O)(=O)c2ccccc2)cc1 | -2 | 2 | -4 | / | -1 | 10 | -0.6

Assay outcomes deposited in PubChem by Broad Institute.
